# High-throughput results deposited in PubChem BioAssay by several laboratories.
# PLC-beta3 inh – human PLC-beta3 inhibitors, primary screen, biochemical, fluorescence; Purified PLC-beta3, fluorogenic substrate; inhibition, % at 12.2 µM; hit rate 0.18% among 370,000; in the data active = inhibition above about 11%;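 note: 0% = median of compound wells on plate and 100% = full blocker control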
# Target sequence (Q01970 whole entry, looked up): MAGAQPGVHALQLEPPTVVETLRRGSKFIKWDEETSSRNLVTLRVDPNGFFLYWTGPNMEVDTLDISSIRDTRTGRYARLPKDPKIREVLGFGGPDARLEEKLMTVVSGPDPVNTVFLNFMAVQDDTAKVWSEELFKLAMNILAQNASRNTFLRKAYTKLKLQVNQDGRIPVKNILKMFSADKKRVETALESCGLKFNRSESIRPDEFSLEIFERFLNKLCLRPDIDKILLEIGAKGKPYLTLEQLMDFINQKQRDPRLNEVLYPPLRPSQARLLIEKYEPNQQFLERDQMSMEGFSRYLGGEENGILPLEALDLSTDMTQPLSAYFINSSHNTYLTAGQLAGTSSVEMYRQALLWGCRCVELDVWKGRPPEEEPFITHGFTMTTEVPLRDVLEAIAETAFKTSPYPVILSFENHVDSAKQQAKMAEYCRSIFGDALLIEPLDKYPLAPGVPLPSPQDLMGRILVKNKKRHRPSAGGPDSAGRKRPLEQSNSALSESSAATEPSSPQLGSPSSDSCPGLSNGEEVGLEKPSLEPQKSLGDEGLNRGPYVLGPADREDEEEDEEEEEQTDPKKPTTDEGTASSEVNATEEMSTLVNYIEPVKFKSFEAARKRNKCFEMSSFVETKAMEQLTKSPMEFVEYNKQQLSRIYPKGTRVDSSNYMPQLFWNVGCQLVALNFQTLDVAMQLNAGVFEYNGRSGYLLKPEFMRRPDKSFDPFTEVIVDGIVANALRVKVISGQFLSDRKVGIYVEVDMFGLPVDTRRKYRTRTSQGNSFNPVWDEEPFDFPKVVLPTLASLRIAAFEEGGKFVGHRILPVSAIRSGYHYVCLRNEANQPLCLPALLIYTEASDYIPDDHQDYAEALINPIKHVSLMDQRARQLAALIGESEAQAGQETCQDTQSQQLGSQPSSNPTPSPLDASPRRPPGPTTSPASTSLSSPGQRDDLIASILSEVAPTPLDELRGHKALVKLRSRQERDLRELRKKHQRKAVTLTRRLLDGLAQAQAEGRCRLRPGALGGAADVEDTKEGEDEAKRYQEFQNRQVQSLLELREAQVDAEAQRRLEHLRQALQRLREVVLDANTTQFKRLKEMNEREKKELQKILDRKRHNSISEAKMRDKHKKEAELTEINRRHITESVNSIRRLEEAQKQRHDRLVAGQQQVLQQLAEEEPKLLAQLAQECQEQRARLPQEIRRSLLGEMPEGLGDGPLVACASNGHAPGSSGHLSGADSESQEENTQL
# hcDAF12 agonist – H. contortus DAF-12 nuclear receptor activators, primary screen, cell-based, luminescence, HEK293, lit1-tk-luc reporter; HEK293 hcDAF-12 lit1-tk-luc reporter; 0% DMSO, 100% Δ7-dafachronic acid; activation, % at 6.8 µM; hit rate 1.4% among 370,000;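 active = activation above the mean of all tested compounds plus 3 SD, cut at about 5.5% in these data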;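 note: 100% = response to 3 µM Δ7-dafachronic acid high control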
# ssDAF12 agonist – S. stercoralis DAF-12 nuclear receptor activators, primary screen, cell-based, luminescence, HEK293, GRIP1 co-expression, lit1-tk-luc | Nuclear hormone receptor DAF-12 (Strongyloides stercoralis) | HEK293 ssDAF-12/GRIP1 lit1-tk-luc reporter; % of 3 µM dafachronic acid response | activation, % at 6.8 µM | hit rate 1% among 370,000;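 active = activation above the mean over all tested compounds plus 3 SD, cut at about 0.9% in these data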;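 note: 0% = DMSO-only wells and 100% = 3 µM delta7-dafachronic acid wells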
# SMARCA2 act – SMARCA2 (BRM) function activators, primary screen, cell-based, luminescence, high throughput; MG213 cells, MMTV-luciferase reporter, dexamethasone, overnight; activation, % at 9.1 µM; hit rate 1% among 370,000; AID 652017, 2013; in the data active = activation above about 7.8%;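 note: 0% = vehicle wells and 100% = reference activator wells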
# hgDAF12 agonist – H. glycines DAF-12 receptor agonists, primary screen, cell-based, luminescence, HEK293, GAL4 fusion, UAS-luciferase; hit rate 1.8% among 370,000; Nuclear hormone receptor DAF-12 (Heterodera glycines), GAL4 fusion; activation, % at 6.8 µM; HEK293 GAL4-hgDAF12 UAS-luciferase reporter, agonist luminescence; normalized to butyrate control;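 active = activation above a cutoff set at the mean of all screened compounds plus 3 SD, cut at about 10% in these data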;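 note: 0% = DMSO wells and 100% = sodium butyrate wells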
# DAX1 inh-1 – DAX1 (NR0B1) inhibitors on StAR promoter, primary screen, cell-based, luminescence, SF-1 (NR5A1), full-length DAX-1 | inhibition, % at 6.8 µM | AID 652010, 2013 | hit rate 1.1% among 370,000 | HEK293T StAR-luciferase reporter, SF-1/DAX-1 repression relief;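 active = inhibition above the mean over all tested compounds plus 3 SD, cut at about 3.6% in these data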;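 note: 0% = DAX-1 cells with DMSO and 100% = cells lacking DAX-1 with DMSO; higher inhibition means more luminescence from relief of DAX-1 repression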
# PG9 binder – binders of HIV-1 gp120 antibody PG9, primary screen, biochemical, TR-FRET. HIV-1 gp120 / PG9 antibody interaction. inhibition, % at 6.7 µM. hit rate 0.43% among 360,000. TR-FRET gp120-PG9 antibody binding; in the data active = inhibition above about 8.5%
# GAA850 FXN act – FXN promoter activators, primary screen, cell-based, luciferase luminescence, HEK293 lucGAA850 | activation, % at 6 µM | HEK293 lucGAA850 FXN promoter luciferase reporter, 24 h; percent of 10 µM SAHA response | hit rate 0.56% among 360,000 | AID 540364, 2011;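 active = activation above the average of all compounds screened plus 3 SD, cutoff fixed separately per campaign, cut at about 7.5% in these data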;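 note: 0% = DMSO wells and 100% = 10 µM SAHA wells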
# sPLA2-III inh – human group III sPLA2 inhibitors, primary screen, biochemical, QFRET, BODIPY PC-A2 liposome substrate | Group 3 secretory phospholipase A2 (Homo sapiens), Q9NZ20 | QFRET BODIPY PC-A2 liposome hydrolysis, fluorescence | inhibition, % at 12.2 µM | hit rate 0.56% among 370,000 | AID 743126, 2013;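 active = inhibition above mean plus 3 SD of compounds lying within the high and low control bounds, cut at about 19% in these data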;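 note: 0% = median of test compound wells and 100% = no enzyme DMSO wells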
# DAX1 inh-2 – DAX1 (NR0B1) inhibitors, primary screen, cell-based, HEK293, Gal4-DAX1, luciferase luminescence; Nuclear receptor subfamily 0 group B member 1 (Homo sapiens), P51843; HEK293 Gal4-DAX1 luciferase reporter; inhibition, % at 6.75 µM; hit rate 0.99% among 340,000; AID 504766, 2011;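 active = inhibition above the mean over all tested compounds plus 3 SD, cut at about 4.2% in these data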;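 note: 0% = DAX1-transfected cells with DMSO and 100% = empty-vector control cells with DMSO; inhibition shows as a rise in luminescence from relieved DAX1 repression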
# Rev-erbA mod – modulators of Rev-erb alpha DNA binding, primary screen, biochemical, FITC-DNA, fluorescence polarization, uHTS; Rev-erbα–FITC-DNA binding, 90 min; activity, % at 10 µM; Nuclear receptor subfamily 1 group D member 1 (Homo sapiens), P20393; AID 1259318, 2017; hit rate 0.79% among 370,000;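 active = activity above about 14%, limit read from the data; passing the limit was not always enough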;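 note: 0% = DMSO wells with 35 nM protein and 100% = DMSO wells with 750 nM protein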
# An asterisk follows results filed as active; . = no result given.
SMILES,PLC-beta3 inh,hcDAF12 agonist,ssDAF12 agonist,SMARCA2 act,hgDAF12 agonist,DAX1 inh-1,PG9 binder,GAA850 FXN act,sPLA2-III inh,DAX1 inh-2,Rev-erbA mod
N#CC1c2ccccc2-n2nncc2CN1C(=O)c1ccccc1F (configuration not stated),3,-0.5,-1.3,-1,-0.3,-1.6,-2.3,.,2,.,-1
O=C(NC(Cc1cnc[nH]1)C(=O)O)c1ccccc1 (configuration not stated),1,0.6,-0.8,1,-3.3,-0.4,-0.9,1.4,9,1.2,1
O=C(c1cc(F)ccc1F)C1CCCN(Cc2ccc3nonc3c2)C1 (configuration not stated),-5,0.5,-2.0,-4,-0.4,-0.4,-0.8,1.6,-5,-0.7,-6
COc1ccc(O)c(CN2CCCC(C(=O)c3sccc3C)C2)c1 (configuration not stated),-1,-1.4,-1.6,-1,-2.4,-0.8,-0.2,-1.1,1,1.9,-3
COc1ccc(-n2nnnc2C(CCSC)N2CCC3(CC2)C(=O)NCN3c2ccccc2)cc1 (configuration not stated),0,-2.3,-1.2,-2,2.1,-2.0,-0.6,.,-8,.,-2
COc1cccc(C2=NOC(C(=O)N3CCC4(CC3)OCCO4)C2)c1 (configuration not stated),1,3.5,-0.2,4,3.7,2.0,0.8,3.6,2,1.0,-1
COc1ccc(/C=C2\C(=N\O)C3CCN2CC3)cc1,-3,-0.7,-0.4,-2,1.4,-0.3,0.0,1.1,7,0.7,5
Cc1nn(Cc2ccccc2)c(C)c1C(=O)OCC(=O)Nc1ccccc1SCC#N,-12,2.9,0.2,-3,1.9,-0.9,-2.2,0.2,-11,0.7,2
CC1C2Cc3ccc(O)cc3[C@]1(C)CCN2CCc1ccccc1 (some centres not stated),1,-0.9,-1.1,-1,1.6,0.0,-0.3,-2.8,-15,-0.1,4
CCOc1cc2c(cc1OCC)-n1cccc1C(c1ccc(F)c(OC)c1)NC2 (configuration not stated),-6,-1.0,-1.2,-2,-0.3,0.2,-2.3,0.6,-16,-0.1,-4
O[C@@H]1CCCN2CCc3c([nH]c4ccccc34)[C@H]12,-42,3.9,0.5,1,2.5,-0.4,-0.6,-1.2,3,1.1,4
O=C1C2CCN(CC2)C12CC2c1ccc(C(F)(F)F)cc1 (configuration not stated),-4,-2.6,-1.3,-6,0.6,-0.1,1.3,0.3,3,0.6,-6
OC1(c2ccc(F)cc2)CCNC1 (configuration not stated),0,-1.7,-0.6,-2,1.3,0.5,0.7,0.9,0,2.4,-7
Cc1cc(C)c(C(=O)N2CCC3(CC2)OCCO3)c(C)c1,-9,-0.1,-1.7,-1,3.0,-0.4,-0.2,-0.6,-2,-1.1,2
CN(C)CC1CSCCC1(O)c1ccc(Cl)cc1 (configuration not stated),3,-0.1,-0.3,1,-0.3,0.4,-1.1,1.3,4,0.0,-1
C/C(=N\N1CCCCC1c1cccnc1)c1c(O)n(C2CCCCC2)c(=S)[nH]c1=O (configuration not stated),1,-3.4,-2.0,0,-0.6,0.1,-0.8,8.2*,-12,0.4,8
COc1ccc(/C=C2/C(=O)NC(=O)N(c3ccc(C)c(C)c3)C2=O)cc1CN1C(=O)c2ccccc2C1=O,-17,4.8,-0.6,-2,-2.6,-0.3,1.1,0.7,2,-0.2,3
CCCCCCn1c(O)c(C=NCCN2CCOCC2)c(=O)[nH]c1=O,0,1.3,-1.2,0,0.8,-0.1,0.1,0.6,13,-0.7,-4
C=CCN1Cc2ccccc2-n2nncc2C1,-2,-2.7,-0.7,-3,-1.4,1.2,-1.8,.,9,.,2
CCOP(=O)(NC(C)C)Oc1ccc(SC)c(C)c1 (configuration not stated),-9,0.4,-0.9,-2,1.9,-1.4,-0.8,1.1,7,0.9,0
CC(Cc1ccccc1)NCCC(=O)NC(C)Cc1ccccc1 (configuration not stated),5,-0.7,-0.9,-2,-3.1,0.1,1.1,-0.8,5,0.5,1
NC(=O)c1cn(C2CCCCC2)c2ccccc2c1=O,1,-1.0,-0.7,2,-1.9,-0.7,-2.6,3.4,-4,0.2,-2
O=c1[nH]c(=S)n(C2CC2)c(O)c1C=NCc1ccc(F)cc1,-4,-1.6,-1.2,-5,1.0,-0.1,-0.4,2.0,15,1.5,4
O=P(Oc1ccccc1)(Oc1ccccc1)N1CCOCC1,2,-0.4,-1.2,5,-2.6,0.1,-0.1,0.2,0,-1.1,2
NC(Cc1ccc(N(CCCl)CCCl)cc1)C(=O)O (configuration not stated),-5,-3.1,-1.6,-7,0.2,-2.2,.,.,18,.,-1

# Shown with bars between the fields: entries from further up
mol | PLC-beta3 inh | hcDAF12 agonist | ssDAF12 agonist | SMARCA2 act | hgDAF12 agonist | DAX1 inh-1 | PG9 binder | GAA850 FXN act | sPLA2-III inh | DAX1 inh-2 | Rev-erbA mod
COc1ccc(-n2nnnc2C(CCSC)N2CCC3(CC2)C(=O)NCN3c2ccccc2)cc1 (configuration not stated) | 0 | -2.3 | -1.2 | -2 | 2.1 | -2.0 | -0.6 | . | -8 | . | -2
COc1cccc(C2=NOC(C(=O)N3CCC4(CC3)OCCO4)C2)c1 (configuration not stated) | 1 | 3.5 | -0.2 | 4 | 3.7 | 2.0 | 0.8 | 3.6 | 2 | 1.0 | -1

# Quoted from the listing.
# PLC-beta3 inh with `C=CCN1Cc2ccccc2-n2nncc2C1` → -2
# ssDAF12 agonist with `COc1ccc(-n2nnnc2C(CCSC)N2CCC3(CC2)C(=O)NCN3c2ccccc2)cc1` (configuration not stated) → -1.2
# sPLA2-III inh with `CCOc1cc2c(cc1OCC)-n1cccc1C(c1ccc(F)c(OC)c1)NC2` (configuration not stated) → -16
# Rev-erbA mod with `CC(Cc1ccccc1)NCCC(=O)NC(C)Cc1ccccc1` (configuration not stated) → 1
# ssDAF12 agonist with `O=C1C2CCN(CC2)C12CC2c1ccc(C(F)(F)F)cc1` (configuration not stated) → -1.3

# (list continues)
SMILES,PLC-beta3 inh,hcDAF12 agonist,ssDAF12 agonist,SMARCA2 act,hgDAF12 agonist,DAX1 inh-1,PG9 binder,GAA850 FXN act,sPLA2-III inh,DAX1 inh-2,Rev-erbA mod
CCOC(=O)c1cccc([P+](=O)O)c1,1,1.7,-1.0,0,-0.7,-0.2,-0.9,-0.7,1,1.6,-1
COc1cc(CC2(CCc3ccncc3)C(=O)N(C)C(=O)N(C)C2=O)cc(OC)c1OC,-2,-2.5,-0.9,1,-0.2,0.3,-2.5,-0.8,-3,0.9,0
COc1ccccc1/C=C1/C(=N/O)C2CCN1CC2,-10,-1.5,-1.0,2,2.6,0.0,-1.5,-0.4,0,1.2,-2
CCN(CC)CCOC(=O)C(O)(c1ccccc1)c1ccccc1,0,-2.3,-1.2,0,-0.6,0.7,-0.3,0.9,-2,0.8,-5
CC(C)CCNC(=O)CN1C(=O)CN=C(c2ccccc2)c2ccccc21,-4,-1.9,-1.1,-1,-1.7,0.2,0.1,-1.2,-1,-0.4,-5
Cc1cc(OCc2ccc([N+](=O)[O-])cc2)c2c3c(c(=O)oc2c1)CCCC3,5,2.0,-0.8,-1,1.7,-0.8,-1.6,-0.5,-5,-1.4,2
CCCCn1c(O)c(C=NCc2ccc3c(c2)OCO3)c(=O)[nH]c1=O,-3,0.8,-1.5,0,2.2,0.0,-0.3,2.2,1,0.3,1
Fc1cccc(-c2ccc3c(c2)CN(c2cccc(Cl)c2)Cc2cnnn2-3)c1,5,-0.5,-1.6,-4,-2.3,-1.6,-1.8,.,6,.,-8
CCCn1c(C(=O)c2ccccc2OC)nc2ccccc21,-3,-1.3,-0.9,-2,-2.1,-0.5,0.6,1.7,5,0.4,1
CCC(=O)c1cn(Cc2ccc(C#N)cc2)c2ccccc12,-2,-0.8,-1.2,-1,-1.2,-0.5,-1.8,-1.8,-6,1.2,3
Oc1cc2c(cc1CN1CCN(c3ccccc3F)CC1)OCO2,1,-1.1,-0.9,-2,0.3,0.7,0.1,-0.2,1,-2.1,0
CC12CCC3C(CCCC4CC(=O)CCC43C)C1CCC2O (configuration not stated),3,-0.5,-1.4,-2,1.9,0.0,-0.5,2.6,-1,-0.5,-5
C[C@@H]1CN([C@@H](C)CO)C(=O)CCCn2nncc2CO[C@H]1CN(C)C(=O)Oc1ccc2ccccc2c1,-1,-1.4,-1.6,3,2.0,-0.3,0.4,2.0,3,2.5,8
COc1cc2c(C(=O)N3CCN(C)CC3)c(C)n(C)c2cc1Br,-5,-1.7,-1.6,-1,2.2,-0.3,-1.6,3.3,-3,-0.3,4
O=c1[nH]c(=O)n(Cc2ccco2)c(O)c1C=NCCCn1ccnc1,3,0.9,-1.1,-1,2.0,-0.2,1.0,3.4,0,0.3,5
Cn1cc(C(=O)NCc2ccccc2)c2ccccc21,-8,-0.3,-0.7,-2,-1.4,-0.4,0.5,-0.4,-2,0.5,3
CC1CCCCN1Cc1cccnc1 (configuration not stated),-7,-0.6,-0.9,-3,-1.1,0.6,-0.6,-1.0,3,-0.9,4
O=c1[nH]c(=O)n(C2CCCCC2)c(O)c1C=NCCCn1ccnc1,-1,-0.1,-1.1,0,0.0,-0.4,1.1,4.2,-3,0.5,-2
O=C(O)c1nn(Cc2ccc(Cl)cc2)c2ccccc12,-7,1.9,-1.5,-5,-2.2,1.0,-1.2,1.5,11,0.1,6
COc1ccc2c(C)c(CC(=O)N3C[C@H]4C[C@@H](C3)c3cccc(=O)n3C4)c(=O)oc2c1,-144,0.9,-1.3,-3,0.3,1.0,1.1,-1.4,16,-1.1,8
Nc1ccc(CC2=NCCN2)cc1,4,-0.8,-0.4,1,0.0,-0.2,-1.7,-1.4,1,0.5,-1
CCOc1cccc(CNC2CN3CCC2CC3)c1 (configuration not stated),-71,-1.6,-0.8,-2,-2.4,0.4,1.1,-0.5,8,-0.6,-2
COC1CCCCC1NCCc1ccccc1 (configuration not stated),-6,0.6,-1.4,-3,-2.3,1.2,1.3,0.4,2,-0.7,2
Cc1cc(OC(C)C(=O)NCC2CCC(C(=O)O)CC2)c2c3c(c(=O)oc2c1)CCC3 (configuration not stated),-59,-1.5,-1.1,-3,-0.1,0.2,1.4,-0.6,8,0.1,0

# These rows are one share of the data. The share of hits here may be higher or lower than overall.
